KDM4E inh – blocks human JMJD2E demethylase activity; B2RXH2; JMJD2E catalytic domain, FDH-coupled NADH fluorescence (FDH is formaldehyde dehydrogenase); Potency, µM (series often up to 57.1 µM), without a hit: at the highest dose activity change, negative = inhibition, usual class: inhibitors; 230,000 tested, 1.6% active; active = well fitted inhibition curve with a large enough effect, not every such curve was filed as active; inconclusive = small, poorly fitted or top-dose-only effect, or another doubt; inactive = no such curve, though single readings can be large or run the other way;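 also: 0% = wells with enzyme and -100% = buffer wells without enzyme; nearly all actives have a fitted effect of over 50% in size; many of its hits are not listed in these tables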
GoLoco inh red – inhibitors of human Gai1-RGS12 GoLoco interaction (red fluorophore); P63096; Gai1:RGS12 GoLoco peptide FP, rhodamine, 10 min; Potency, µM (top dose mostly 61.6 µM), inactives show at the top dose activity, negative = inhibition, hits mostly inhibitors; 230,000 tested, 0.44% active; active = well fitted inhibition curve with a large enough effect, not every such curve was filed as active; inactive = no such curve, though single readings can be large or run the other way; also: % is scaled to controls: 0 for no effect and ±100 for the full control effect; nearly all actives have a fitted effect of over 30% in size; many of its hits are not listed in these tables
Target sequence (P63096 whole entry, looked up): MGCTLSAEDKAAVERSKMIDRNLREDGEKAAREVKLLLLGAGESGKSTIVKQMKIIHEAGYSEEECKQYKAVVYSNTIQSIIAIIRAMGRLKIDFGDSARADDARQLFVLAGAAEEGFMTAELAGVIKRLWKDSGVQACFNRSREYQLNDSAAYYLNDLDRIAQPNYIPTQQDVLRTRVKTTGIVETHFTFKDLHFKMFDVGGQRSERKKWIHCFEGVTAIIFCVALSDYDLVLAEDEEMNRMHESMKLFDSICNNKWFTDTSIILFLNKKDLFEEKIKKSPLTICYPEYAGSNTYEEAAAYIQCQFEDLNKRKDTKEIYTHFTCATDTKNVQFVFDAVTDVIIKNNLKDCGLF
ALDH1A1 inh – blocks purified human ALDH1A1 activity; P00352; Purified ALDH1A1, NADH fluorescence, propionaldehyde substrate; Potency, µM (highest dose often 75.3 µM), for inactives: at the top dose activity, negative = inhibition, usual class: inhibitors; 220,000 tested, 7.3% active; active = well fitted inhibition curve with a large enough effect, not every such curve was filed as active; inconclusive = small, poorly fitted or top-dose-only effect, or another doubt; inactive = no such curve, though single readings can be large or run the other way;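 also: plate controls were no enzyme wells and a reference inhibitor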
Target sequence (P00352 whole entry, looked up): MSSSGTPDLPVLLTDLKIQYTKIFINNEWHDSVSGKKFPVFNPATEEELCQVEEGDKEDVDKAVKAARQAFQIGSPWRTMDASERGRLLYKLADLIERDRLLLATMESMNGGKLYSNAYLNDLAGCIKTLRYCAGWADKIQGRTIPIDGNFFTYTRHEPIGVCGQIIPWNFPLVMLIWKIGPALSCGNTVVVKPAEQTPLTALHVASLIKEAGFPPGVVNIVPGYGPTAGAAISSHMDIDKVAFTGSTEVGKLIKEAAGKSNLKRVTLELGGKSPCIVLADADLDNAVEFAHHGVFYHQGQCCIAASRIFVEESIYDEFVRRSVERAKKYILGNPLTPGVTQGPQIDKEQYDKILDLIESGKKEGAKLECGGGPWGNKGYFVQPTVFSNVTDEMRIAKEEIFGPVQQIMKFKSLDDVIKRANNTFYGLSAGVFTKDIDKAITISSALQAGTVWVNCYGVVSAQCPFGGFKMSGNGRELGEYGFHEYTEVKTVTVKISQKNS
GAA inh – alpha-glucosidase (human) inhibition | P10253 | 200,000 tested, 0.005% active | Potency, µM (highest dose often 76.9 µM), without a hit: top-dose activity change, negative = inhibition, usual class: inhibitors | purified human GAA, 4-MU-alpha-glucoside fluorescence;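 also: plate controls were uninhibited enzyme wells for no effect and no-enzyme background for full effect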
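Enzyme (4 nM final) mixed with compound (up to 77 uM), then 4-MU-alpha-D-pyranoside (400 uM final) added; 20 min at room temperature, pH 5.0. Reaction stopped at pH 10, fluorescence read, AC50 derived by Hill fit.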
GAA glycogen – inhibitors or activators of human alpha-glucosidase glycogen cleavage; AID 2100; recombinant GAA, glycogen substrate, Amplex Red glucose oxidase fluorescence; Potency, µM (highest dose often 76.4 µM), for inactives: at the highest dose activity change, negative = inhibition, usual class: inhibitors; 300,000 tested, 0.38% active;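 also: 0% = full enzyme reaction and -100% = no-enzyme basal signal; the screen sought inhibitors and activators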
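Natural-substrate format: glycogen cleavage by 4 nM human enzyme, glucose read by Amplex Red coupling (Ex 573, Em 610 nm). Normalized to enzyme and no-enzyme controls.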
aGal spleen mod – alpha-galactosidase A (human) modulation; P06280; 240,000 tested, 0.008% active; AID 2107; human spleen homogenate, 4MU-alpha-Gal fluorescence, 40 min; Potency, µM (doses to about 80 µM), without a hit: at the highest dose activity change, negative = inhibition, hits mostly inhibitors;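 also: 0% = enzyme with vehicle and -100% = no enzyme basal signal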
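Human spleen homogenate (1 ug) was the enzyme source, with 4-methylumbelliferyl-alpha-D-galactopyranoside (1 mM final) in pH 5.0 citrate buffer with 0.01% Tween-20. Compounds were titrated; after 40 min at 37C, NaOH/glycine stop, 4-MU fluorescence read; AC50 from Hill fits.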
SMN2 splice up – enhancers of SMN2 splice variant expression. AID 1458. Potency, µM (series often up to 46.1 µM), inactives show top-dose activity change, positive = activation, most hits filed as activators. 210,000 tested, 2.8% active. HEK293 SMN2-luciferase splicing reporter, luminescence, 30-36 h; also: % of control where 0% means no effect; nearly all actives have a fitted effect of over 55% in size
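HEK293 cells carry an SMN2 […]–luciferase reporter in which exon 7 inclusion puts luciferase in frame. Cells were plated 10-12 h before compound addition, then incubated 30-36 h at 37C. ONE-Glo luminescence was read; sodium butyrate at 4.5 mM final served as control.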
GAA spleen mod – inhibits or activates alpha-glucosidase in human spleen homogenate; P10253; human spleen homogenate, 4-MU-alpha-glucoside fluorescence; Potency, µM (highest dose often 79.9 µM), for the others: at the top dose activity change, negative = inhibition, hits mostly inhibitors; 240,000 tested, 0.006% active; AID 2112;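 also: 0% = enzyme with vehicle and -100% = no enzyme basal signal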
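AC50 values come from Hill-equation fits of concentration-response data, normalized to no-enzyme and full-activity controls. Enzyme source: 1 ug human spleen homogenate; 1 mM fluorogenic 4-MU glucoside, pH 5.0 citrate buffer, 37 C, 40 min.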
* = called active by the depositor; ? = inconclusive; nt = no result given; [ ] = another dose, or the depositor's remark. Unless noted, calls follow the shape of the dose curve; as a rule, active = well fitted curve in the direction sought with a large enough effect; inconclusive = small, poorly fitted or top-dose-only effect, or another doubt; inactive = no such curve, though single readings can be large; an effect the other way counts as inactive or inconclusive. Potency is read from the fitted curve at half-maximal effect.

SMILES | KDM4E inh | GoLoco inh red | ALDH1A1 inh | GAA inh | GAA glycogen | aGal spleen mod | SMN2 splice up | GAA spleen mod
Cc1nn(C)cc1S(=O)(=O)N1CCN(Cc2cccc(Cl)c2)CC1 | 1% | 8% | 22µM* | -8% | -2% | 0% | nt | 2%
COc1ccc(NC(=O)c2ccccc2Cl)cc1NC(=O)CN1CCOCC1 | 1% | 6% | 0% | -1% | -3% | -3% | 19% | -3%
N#Cc1ccccc1Cn1c(=O)n(Cc2ccc(C(=O)NCc3ccco3)cc2)c(=O)c2sccc21 | ? | 6% | 25µM* | -3% | -5% | 3% | -3% | 5%
COC(=O)CNC(=O)Cn1nc(C)c([N+](=O)[O-])c1C | 4% | 7% | 0% | 4% | 2% | 3% | 8% | -2%
CC(NC(=S)Nc1ccccc1Cl)C(c1cccs1)N1CCCC1 (configuration not stated) | 6% | -9% | ? | 7% | 2% | 0% | -9% | -2%
CC(=O)Nc1ccc(NC(=O)CN(c2cccc(C)c2)S(C)(=O)=O)cc1 | 4% | 2% | 7% | 6% | 3% | -1% | 7% | 0%
CCC(=O)N1CCN=C1SCc1ccc(F)cc1 | -3% | 6% | 13% | -2% | -16% | 16% | -12% | -9%
O=C(NCCc1ccc(Cl)cc1)C1CCN(S(=O)(=O)c2ccc(Br)s2)CC1 | -2% | 9% | ? | -1% | 0% | -3% | -28% | -1%
CCOC(=O)N1CCN(S(=O)(=O)c2ccc(C(=O)Nc3nc4ccc(F)cc4s3)cc2)CC1 | ? | -2% | ? | 9% | 7% | 4% | -62%[inhibitor] | 2%
CCOc1ccccc1C1C(C(=O)Nc2ccccc2OC)=C(C)Nc2nnnn21 (configuration not stated) | 6% | 13% | ? | -2% | -11% | 0% | ? | 0%
COC(=O)c1cc(C(=O)Nc2ccc(S(=O)(=O)NC(C)(C)C)cc2)cc([N+](=O)[O-])c1 | 8% | 0% | 14µM* | -7% | -8% | -6% | -11%[1.84 µM] | 2%
C=CCn1c(COc2ccc(Cl)cc2)nnc1SCC(=O)N/N=C/c1cccc(O)c1 | 11% | -11% | 7% | 1% | 4% | 29% | -8% | -5%
Cn1c(N)c(C(=O)COC(=O)Cc2ccsc2)c(=O)n(C)c1=O | 3% | -3% | ? | -3% | -9% | -2% | -1% | 3%
CN1C(=O)NC(c2ccccc2)C2=C1CN(c1ccc3ccccc3c1)C2=O (configuration not stated) | -9% | -4% | ? | -3% | 4% | -3% | 24% | -4%
CCn1cc(C2=NOC(C(=O)Nc3ccc4c(c3)OCO4)C2)c(C)n1 (configuration not stated) | 0% | 13% | 3% | -6% | 10% | 2% | -33%[inhibitor] | -1%
COc1ccc(-c2nnc(SCC(=O)N3CCc4ccccc4C3)o2)cc1 | -4% | 9% | ? | -3% | 4% | 5% | nt | -1%
Nc1ncccc1OCc1ccc(Br)cc1 | -9% | -1% | 4% | 0% | 3% | 1% | ? | nt
O=C(COc1ccc(S(=O)(=O)NC2CCCCC2)cc1)NCc1ccccn1 | 0% | 1% | 6% | 0% | 2% | 3% | 0% | 7%
CC1CCc2c(sc(NC(=O)CCCn3cnc([N+](=O)[O-])n3)c2C(N)=O)C1 (configuration not stated) | -4% | 12% | -13% | -4% | 8% | 6% | 2% | 3%
C/C(=N\N=C(/N)c1nonc1N)c1ccc2c(c1)OCO2 | 3% | 1% | nt | nt | 1% | -17% | nt | -2%
CC(=O)c1c(C)[nH]c(C(=O)OCC(=O)Nc2cc(Cl)ccc2[N+](=O)[O-])c1C | 1% | nt | 5% | 1% | -4% | 4% | nt | -8%
Cc1c(Cl)cccc1NC(=S)NNc1ncc(C(F)(F)F)cc1Cl | 3% | 13% | 14µM* | -8% | 12% | 4% | -42%[inhibitor] | -7%
O=C(Nc1ccc2ccccc2c1)c1onc2c1CCCC2 | 27% | 14% | 4% | -4% | -12% | -3% | 8.9µM* | -10%
CCOC(=O)c1c(O)c2ccccc2n(-c2ccccc2)c1=O | 3% | 4% | 7% | -3% | -3% | -1% | -11% | -6%
c1ccc2c(c1)CNC1(CCCCC1)C2 | 2% | 4% | 6% | 2% | 1% | 6% | -3% | -12%
CC1=CC2=NC(=O)/C(=C\c3cccn3CCOc3ccccc3)C(=N)N2O1 | -3% | 14% | -11% | -7% | 1% | -3% | ? | 0%
CCC/C(=N/NC(=O)c1ccccc1Cl)c1ccccc1 | -2% | 3% | -1% | -4% | 1% | -1% | -31%[inhibitor] | 0%
CCN(C(=O)COc1cccc2cccnc12)C1CCS(=O)(=O)C1 (configuration not stated) | ? | 4% | -11% | -2% | 6% | -13% | 20% | -4%
COc1ccccc1NC(=O)CN(Cc1ccco1)C(=O)c1cccs1 | 2% | 8% | ? | -4% | -5% | 2% | 10% | -9%
C=CCC1c2cccc(C(=O)O)c2C(=O)N1c1cccc(C)c1 (configuration not stated) | -2% | 3% | 14% | -2% | -1% | -1% | -5% | -1%
O=C(/C=C/c1ccco1)N1CCN(S(=O)(=O)c2ccc(F)c(F)c2F)CC1 | 7% | -2% | ? | 5% | -5% | -3% | -33%[inhibitor] | -7%
Cc1ccnc(NS(=O)(=O)c2ccc(NC(=O)/C=C/c3ccccc3)cc2)n1 | 1% | 10% | nt | nt | 0% | -6% | nt | 4%
C=CC1=C2C=C(C3CC3)N(CCCOC(C)C)C=C2C(=O)C(C)(OC(=O)c2ccco2)C1=O (configuration not stated) | -23%[11.4 µM] | -10%[14.2 µM] | 13%[13.5 µM] | nt | nt | 0%[17.5 µM] | 0%[9.22 µM] | -2%[17.4 µM]
CC(C)CCN1C(=O)c2ccc(C(=O)OCn3nnc4ccccc4c3=O)cc2C1=O | 3% | -6% | ? | -9% | 11% | -3% | -8% | -1%
CCOC(=O)Cc1csc(NC(=O)COc2cccc(C)c2)n1 | 0% | 5% | 6% | 5% | -3% | 3% | 2% | 1%
COc1ccc(NC(=O)CNc2cc(S(=O)(=O)N3CCOCC3)ccc2NCC2CCCO2)cc1 (configuration not stated) | -22% | 189%[activator] | 7.1µM* | ? | -18% | 3% | -2% | -17%
CCn1c(=O)c(C(=O)NNS(=O)(=O)c2ccc(C)cc2)c(O)c2ccccc21 | ? | 5% | 2% | -13% | -20% | 3% | 0% | 2%
CCc1cc(=O)oc2cc(OCC(N)=O)c(Cl)cc12 | ? | -1% | ? | 0% | 2% | 16% | ? | 10%
CCc1ccc(C(=O)CCC2CCCCC2=O)cc1 (configuration not stated) | 9% | 4% | ? | -3% | 4% | -2% | -4% | -16%
O=C(OCc1ccc(F)cc1)c1ccc2ccccc2n1 | -1% | 3% | -15% | -3% | -6% | 6% | 12% | -9%
CCN(CC)CCn1c(=O)n(-c2ccc(Cl)cc2)c(=O)c2c3c(sc21)CN(C)CC3 | 5% | -2% | nt | nt | 14% | 7% | nt | -1%
CCc1ccccc1NC(=O)CSc1nc2c(c(-c3ccco3)c1C#N)CCCC2 | 11% | 8% | -1% | -8% | 9% | 7% | -18% | -4%
CCc1ccc(OCCn2cccn2)cc1 | -7% | 4% | 6% | 0% | 8% | -14% | 14% | 0%
CCCOCC(C)O (configuration not stated) | nt | -19% | -4% | nt | nt | 2% | -2% | 12%
OCCN1CCN(CCCc2c3c(cc4c2CCC4)CCC3)CC1 | -7% | -4% | -12% | 2% | -1% | -5% | -11% | 1%

Retrieved one by one from the entries so far:
SMILES | KDM4E inh | GoLoco inh red | ALDH1A1 inh | GAA inh | GAA glycogen | aGal spleen mod | SMN2 splice up | GAA spleen mod
O=C(/C=C/c1ccco1)N1CCN(S(=O)(=O)c2ccc(F)c(F)c2F)CC1 | 7% | -2% | ? | 5% | -5% | -3% | -33%[inhibitor] | -7%
Cc1ccnc(NS(=O)(=O)c2ccc(NC(=O)/C=C/c3ccccc3)cc2)n1 | 1% | 10% | nt | nt | 0% | -6% | nt | 4%

The list continues.
SMILES | KDM4E inh | GoLoco inh red | ALDH1A1 inh | GAA inh | GAA glycogen | aGal spleen mod | SMN2 splice up | GAA spleen mod
Cc1cccc(N2CCN(C(=O)c3ccc(NC(=O)C4CCCO4)cc3)CC2C)c1 (configuration not stated) | 9% | -1% | 1% | -10% | -7% | 10% | 24% | -12%
O=C(C1COc2ccccc2O1)N1CCc2ccccc21 (configuration not stated) | 5% | -3% | ? | -5% | -1% | 4% | 11% | -2%
COC(=O)[C@@H]1C[C@@]2(O)[C@@H](O)[C@@H](O)[C@@H](O)C[C@H]2N1CC1CC1 | 12% | 5% | 1% | nt | nt | 3% | 16% | -3%
Cc1nc(NS(=O)(=O)c2ccccc2)sc1C(=O)N/N=C/c1ccccc1 | -2% | -1% | -1% | -11% | -9% | 6% | nt | 3%
CCn1c(Cn2nnc(-c3ccccc3)n2)nnc1SCC(=O)Nc1cccc(C(C)=O)c1 | 7% | 3% | 3% | -1% | 4% | -2% | -7% | -1%
Cn1c(Cn2c(=O)sc3ccccc32)nnc1SCC(=O)Nc1ccc(F)cc1 | -2% | -12% | ? | 2% | nt | 7% | 18% | 0%
COc1cccc(C2CC(c3c(Cl)cccc3Cl)n3nc(N)nc3N2)c1 (configuration not stated) | -11% | -12% | 5% | -3% | 3% | 7% | 1% | 7%
Cc1ccc(-c2cn3nc(C)c(C)nc3n2)cc1 | ? | 46%[activator] | ? | ? | 4% | 11% | 0.5µM* | -5%
Cc1nonc1NC(=O)CSc1ccc(-c2ccccc2)nn1 | -1% | nt | -11% | 0% | 3% | -5% | nt | 0%
O=C(COC(=O)CCc1ccccc1)Nc1cc(S(=O)(=O)N2CCOCC2)ccc1N1CCCC1 | -7% | 3% | 2% | 2% | -18% | -3% | 5% | 0%
COc1ccc(CCNC(=O)Cn2c(=O)oc3ccccc32)cc1OC | 6% | -15% | 6% | 4% | 10% | 8% | 6% | 2%
CCCCSC1=N/C(=C/c2ccsc2)C(=O)N1c1ccccc1 | 93%[activator] | 6% | ? | -4% | -5% | 5% | -6% | -2%
CCOC(=O)C(NC=O)(NC(C)(C)C)C(=O)OCC | 3% | 5% | 1% | -15% | 12% | 4% | -7% | -1%
Cc1cc(C)n(/C(=C/N(C)C)C(=O)c2ccccc2)n1 | 7% | 4% | 0% | -7% | -4% | -14% | -2% | -9%
Fc1ccccc1-c1nc(NCCCN2CCOCC2)c2ccccc2n1 | 8% | -8% | 9% | -9% | -3% | -4% | -31%[inhibitor] | 3%
COc1ccc2c(c1)C1=NN(/C(C)=C/C(C)=O)C(c3cccc(F)c3)C1CC2 (configuration not stated) | ? | 37%[activator] | -5% | -8% | -6% | 10% | -11% | 2%

Screening results (PubChem)

Some of the compounds tested; count on the stated rates, not on these rows.
